hiPSC survival – enhancers of single-cell hiPSC survival, primary screen, ATPlite luminescence; 100% = ROCK inhibitor wells, 0% = DMSO; survival enhancement, % at 20 µM; 360,000 compounds, 0.044% hits; in the data active = survival enhancement above about 18%;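 note: cells exposed to compounds for 16 hours before the ATP read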
Shn3 inh set2 – reduction of Shn3 3'UTR firefly luciferase signal, primary screen, Schnurri-3 inhibitor project, cell-based, Clone20 osteoblasts, set 2. Clone20 osteoblast Shn3 3'UTR firefly luciferase, 24 h. inhibition, % at 12.5 µM. 360,000 compounds, 0.52% hits. AID 588674, 2011;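 active = mean inhibition of at least 75% with every replicate also reaching 75%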;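 note: 0% = median of neutral control wells and 100% = pilot-screen positive control compound; some compounds past the cut are filed as inactive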
CF NFkB inh – inhibitors of PAF-induced NF-kB signaling, primary screen, cell-based, GFP fluorescence, uHTS; KKLEB NF-kB-GFP reporter, GFP fluorescence overnight; inhibition, % at 5 µM; 360,000 compounds, 0.86% hits; AID 588850, 2011;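 active = at least 50% inhibition at 5 µM, scaled per plate between neutral and stimulator controls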;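 note: PAF is a Pseudomonas aeruginosa culture filtrate used as stimulus; plate controls were PAF-stimulated DMSO wells for no effect and unstimulated DMSO wells for full effect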
HIF-2a inh – HIF-2a reporter inhibitors, primary screen, luminescence, 786-0 RCC cells; 360,000 compounds, 0.72% hits; inhibition, % at 18.8 µM; AID 624352, 2012; 786-0 RCC cells HIF-2a reporter, luciferase luminescence, overnight;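 active = inhibition of the luminescence signal of 40% or more relative to plate controls, in a single-dose primary screen at 18.75 µM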
LMP1 NFkB inh – EBV LMP1-driven NF-kappaB luciferase reporter inhibitors, primary screen, cell-based, luminescence, single point | inhibition, % at 12.5 µM | LMP1-induced NF-kappaB luciferase reporter cells | 350,000 compounds, 0.69% hits; in the data active = inhibition above about 41%;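 note: 0% = neutral control wells and 100% = reference inhibitor control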
Peg3 promoter – Peg3 promoter-driven luciferase inhibitors, primary screen, cell-based, HeLa, luciferase luminescence; AID 588405, 2011; inhibition, % at 20 µM; HeLa PEG-Prom luciferase reporter, overnight; 360,000 compounds, 1.7% hits;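 active = inhibition of at least 50% at 20 µM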
MITF TRPM1 inh – inhibitors of MITF-dependent TRPM1 promoter reporter, primary screen, cell-based, SK-MEL-5, single point, luciferase; AID 488899, 2010; 330,000 compounds, 0.83% hits; SK-MEL-5 TRPM1 promoter luciferase, 24 h; inhibition, % at 12.5 µM;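 active = mean inhibition across replicates of 60% or more, whatever share of single replicates reaches that level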; note: values of inactives mirror those of a sister screen read the other way
NR2E3 ag-1 – inhibitors of NR2E3-RetCOR corepressor binding, primary screen, NR2E3 agonist project, biochemical, TR-FRET, GST-NR2E3, biotin-RetCOR; Photoreceptor-specific nuclear receptor (Homo sapiens), Q9Y5X4; 1536-well; inhibition of corepressor binding, % at 4.78 µM; 320,000 compounds, 0.12% hits; AID 2300, 2010;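 active = percent inhibition above the cutoff of mean plus 3 SD of all tested compounds, set per screening campaign, cut at about 20% in these data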;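 note: 0% = DMSO wells and 100% = biotin wells as full block of FRET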
Target sequence (Q9Y5X4 whole entry, looked up): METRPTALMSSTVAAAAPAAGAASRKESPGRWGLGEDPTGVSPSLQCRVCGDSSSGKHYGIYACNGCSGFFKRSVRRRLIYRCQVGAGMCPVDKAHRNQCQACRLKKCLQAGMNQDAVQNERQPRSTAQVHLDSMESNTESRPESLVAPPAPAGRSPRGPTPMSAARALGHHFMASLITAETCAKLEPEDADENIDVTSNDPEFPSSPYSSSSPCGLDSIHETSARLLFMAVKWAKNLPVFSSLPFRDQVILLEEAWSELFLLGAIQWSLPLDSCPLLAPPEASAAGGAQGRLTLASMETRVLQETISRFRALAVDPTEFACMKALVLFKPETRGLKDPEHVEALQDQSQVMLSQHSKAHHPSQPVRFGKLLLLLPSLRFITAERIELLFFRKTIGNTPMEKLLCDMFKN
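Material: NR2E3–RetCOR corepressor complex / Incubation: Compound–protein incubation for 5 h at 4 °C / Dosing: compound at 4.8 µM, single dose / Detection: time-resolved FRET / Benchmarks: high control biotin, low control 0.6% DMSO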
KKLEB tox – cytotoxicity in KKLEB CF airway cells, primary screen, cytotoxicity control for CF NF-kB inhibitor project, cell-based, uHTS, fluorescence assay plates; activity change (cytotoxicity), % at 5 µM; KKLEB CF airway cells viability, ATPlite luminescence, overnight; stronger effect = lower value; cells stimulated with P. aeruginosa culture filtrate; AID 602141, 2011; 360,000 compounds, 0.36% hits;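 active = corrected activity change at or below -50% at 5 µM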
C8 TRAIL sens – viability loss with TRAIL in NB7+C8 cells, primary screen, TRAIL sensitizer project, cell-based, ATPlite luminescence. inhibition (viability loss, TRAIL sensitization), % at 10 µM. 360,000 compounds, 1% hits;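 active = compounds causing at least 50% loss of cell viability in the single-dose screen, relative to plate controls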
NR2E3 ag-2 – NR2E3 agonists in two-hybrid cells, primary screen, cell-based, luminescence, CHO-S, Gal4-NCOR/VP16-NR2E3. luciferase. inhibition of corepressor binding, % at 3.98 µM. 360,000 compounds, 0.35% hits. AID 602229, 2012;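 active = inhibition above the mean of all tested compounds plus 3 SD, cut at about 70% in these data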;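 note: 0% = DMSO with NR2E3 transfected cells and 100% = cells lacking NR2E3 construct; higher means lower luciferase signal from less NR2E3 corepressor binding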
* marks the source's active call; other numbers are inactive results; · = not tested or not shown.

SMILES	hiPSC survival	Shn3 inh set2	CF NFkB inh	HIF-2a inh	LMP1 NFkB inh	Peg3 promoter	MITF TRPM1 inh	NR2E3 ag-1	KKLEB tox	C8 TRAIL sens	NR2E3 ag-2
CCCn1c(N)c(CC)c(=O)[nH]c1=O	1.6	-4	-9	20	-2	2	13	-1	-6	-11	-19
Cc1cccn2c(CN3CCSCC3)c(C(=O)N3CCOCC3)nc12	0.0	5	-2	14	-1	0	-2	1	-4	-40	29
CC(C)(C)OC(=O)N1CCC(C(=O)Nc2ccc(C(=O)N3CCCC3)cc2)CC1	-1.5	11	-7	5	-11	-8	4	·	18	1	14
C=CCn1c(SCC(=O)Nc2ccccc2F)nnc1C(C)NC(=O)c1ccccc1F (stereo not given)	-0.5	-7	20	16	1	0	-1	-4	-13	-7	1
Cn1cc(CN2CCN(CCc3ccccc3)C(CCO)C2)cn1 (stereo not given)	0.4	2	0	10	2	12	11	2	-1	3	-5
CC(=O)N1CCc2cc(S(=O)(=O)CCC(=O)Nc3cc(C)cc(C)c3)ccc21	-0.6	2	13	11	-3	2	8	4	-3	0	-6
O=C(Nc1nc2ccc(S(=O)(=O)N3CCCCC3)cc2s1)c1cccnc1	1.7	-24	8	14	-3	5	-6	-1	-11	-18	-24
CS(=O)(=O)N(Cc1ccccc1)c1ccc(C(=O)N2CCc3ccccc3C2)cc1	-1.5	12	-8	12	0	24	1	3	-1	12	2
CCOC(=O)C1(CCOC)CCN(Cc2ccc(C3CCCCO3)s2)CC1 (stereo not given)	4.3	10	-4	11	9	1	9	1	-10	4	8
CCOC(=O)c1c(NC(=O)COC(=O)Cn2c(C)nc3ccccc32)sc2c1CCCC2	0.4	-9	7	5	-3	7	6	-1	-17	-6	-33
Cc1cc(SCc2ccc(C(F)(F)F)cc2)nc(=O)[nH]1	-0.3	7	4	-4	3	-12	-4	4	-9	-24	-11
CCOC(=O)c1c(N)sc(C(=O)N(C)C)c1C	0.7	-10	10	12	5	14	9	1	-4	-8	-10
O=C(CSc1nnc(CNc2ccc(F)cc2)n1-c1ccccc1)N1CCOCC1	1.7	2	-10	1	1	33	9	2	10	-2	-2
CCOc1ncccc1C(=O)N1CCCSC1=Nc1ccccc1OC	0.4	8	6	9	-3	18	2	-2	10	-12	-5
CC1CC2C3CCC4=CC(=O)C=CC4(C)[C@@]3(Cl)C(O)CC2(C)C1(O)C(=O)CO (stereo not given in full)	0.7	-12	66*	13	36	-5	-15	3	13	-13	-6
CCOc1ccc(C(=O)c2cc3ccc(O)cc3oc2=O)cc1	0.2	-8	-17	-12	-4	-22	10	4	-3	-2	-42
C=CCOc1ccc(CNC(C)(C)CO)cc1OC	-2.4	-39	-4	13	-7	2	4	1	5	0	-12
COc1ccc(-n2nc(C(=O)NCC(=O)NCCCN3CCOCC3)c3ccccc3c2=O)c(OC)c1	0.2	16	8	10	7	12	3	0	-7	-2	7
CC(C)NC(=O)/C(=C/c1cn(-c2ccccc2)nc1-c1cccc([N+](=O)[O-])c1)NC(=O)c1ccccc1	-0.8	-6	3	10	3	2	-3	0	-2	-7	-14
CC(C)CC(NS(=O)(=O)c1ccc2[nH]c(=O)c(=O)[nH]c2c1)C(=O)O (stereo not given)	-0.9	4	0	-31	0	-8	0	1	14	0	-6
CCC(C)c1ccccc1N1CC(C(=O)Nc2cccc(S(=O)(=O)N3CCOCC3)c2)CC1=O (stereo not given)	-0.6	18	13	10	-1	7	4	0	-5	2	-20
O=C1NCCCN1Cc1ccc(F)cc1	2.0	9	7	29	10	11	-8	1	5	3	-15
Cc1cccc(NC(=O)Cc2cccs2)n1	1.5	-64	7	-81	-15	-53	-30	0	-10	9	-23
CC(C#N)(NC(=O)CN1CCN(S(=O)(=O)c2ccccc2C#N)CC1)C1CC1 (stereo not given)	0.2	-4	11	-2	3	-10	8	2	-1	1	6
N=C(N)SCP(=O)(c1ccccc1)c1ccccc1	-0.8	-4	-18	6	54*	0	11	3	17	-4	15

Individual results from the results shown:
O=C(Nc1nc2ccc(S(=O)(=O)N3CCCCC3)cc2s1)c1cccnc1 in NR2E3 ag-1 → -1
CS(=O)(=O)N(Cc1ccccc1)c1ccc(C(=O)N2CCc3ccccc3C2)cc1 in CF NFkB inh → -8

(next part)
SMILES	hiPSC survival	Shn3 inh set2	CF NFkB inh	HIF-2a inh	LMP1 NFkB inh	Peg3 promoter	MITF TRPM1 inh	NR2E3 ag-1	KKLEB tox	C8 TRAIL sens	NR2E3 ag-2
COc1cccc(CC(=O)Nc2ccc(N3CCOCC3)c(S(=O)(=O)Nc3ccccc3OC)c2)c1	-0.6	26	-6	-23	-2	-25	·	·	0	9	-4
Cc1nn(-c2ccccc2)c2nc(=O)n(-c3ccccc3)cc12	-1.4	-1	-9	8	5	6	7	0	-3	3	-5
COc1ccccc1NS(=O)(=O)c1cc(C(=O)N2CCCCCCC2)ccc1C	-0.5	-18	-4	5	2	26	-1	2	5	27	-5
COC(=O)C[C@H]1C[C@H]2c3cc(NC(=O)Nc4ccc(C(F)(F)F)cc4)ccc3O[C@H]2[C@@H](CO)O1	-0.8	19	-1	0	3	14	·	·	-6	-15	-2
C=CCn1c(C(C)NC(=O)c2cccc(C)c2)n[nH]c1=S (stereo not given)	-1.0	-24	-5	13	4	1	-2	2	5	-4	20
CCCOc1ccc(C(=O)CCCC(=O)c2ccc(OCCC)cc2)cc1	-0.2	-4	-4	8	-3	5	2	1	6	2	-10
N#CC[C@H](Cc1ccccc1)N1CCN(CCc2ccccc2)CCC1=O	6.6	-16	5	3	8	0	6	1	-4	-8	6
CC[C@H]1CCCCc2ccccc2[C@@H](C(=O)C[C@@H](O)CC(C)=O)OC1=O	-0.6	-13	41	30	-8	0	-2	·	-1	9	4
O=C(O)C1CCN(C(=O)CSc2nc3ccccc3s2)CC1	0.4	17	24	13	9	11	-4	6	-4	2	3
CC(C)OCCCn1c(=O)c2ccccc2n2c(CCC(=O)O)nnc12	-0.3	-7	-2	10	2	-3	-7	2	0	-3	-3
COc1ccccc1Nc1ncc(C(=O)Nc2ccc(OC)c(OC)c2)c2ccccc12	0.8	-45	-4	-50	1	-33	-1	0	5	3	-2
O=C(NC(c1ccc(F)cc1)c1ccc2ccccc2n1)C1CCN(CCOc2ccc(Cl)cc2)CC1 (stereo not given)	-2.0	2	5	-11	·	96*	·	·	-19	7	8
Cc1ccc(NC(=O)c2cnn(-c3ccccc3)c2NC(=O)c2ccco2)cc1	7.1	-6	13	-25	-1	-7	1	2	-12	11	-47

Arranged by molecular weight (largest number first): 16 of the compounds above
SMILES	hiPSC survival	Shn3 inh set2	CF NFkB inh	HIF-2a inh	LMP1 NFkB inh	Peg3 promoter	MITF TRPM1 inh	NR2E3 ag-1	KKLEB tox	C8 TRAIL sens	NR2E3 ag-2
COc1cccc(CC(=O)Nc2ccc(N3CCOCC3)c(S(=O)(=O)Nc3ccccc3OC)c2)c1	-0.6	26	-6	-23	-2	-25	·	·	0	9	-4
CCC(C)c1ccccc1N1CC(C(=O)Nc2cccc(S(=O)(=O)N3CCOCC3)c2)CC1=O (stereo not given)	-0.6	18	13	10	-1	7	4	0	-5	2	-20
COC(=O)C[C@H]1C[C@H]2c3cc(NC(=O)Nc4ccc(C(F)(F)F)cc4)ccc3O[C@H]2[C@@H](CO)O1	-0.8	19	-1	0	3	14	·	·	-6	-15	-2
COc1ccccc1Nc1ncc(C(=O)Nc2ccc(OC)c(OC)c2)c2ccccc12	0.8	-45	-4	-50	1	-33	-1	0	5	3	-2
CC(C#N)(NC(=O)CN1CCN(S(=O)(=O)c2ccccc2C#N)CC1)C1CC1 (stereo not given)	0.2	-4	11	-2	3	-10	8	2	-1	1	6
Cc1ccc(NC(=O)c2cnn(-c3ccccc3)c2NC(=O)c2ccco2)cc1	7.1	-6	13	-25	-1	-7	1	2	-12	11	-47
CCCOc1ccc(C(=O)CCCC(=O)c2ccc(OCCC)cc2)cc1	-0.2	-4	-4	8	-3	5	2	1	6	2	-10
N#CC[C@H](Cc1ccccc1)N1CCN(CCc2ccccc2)CCC1=O	6.6	-16	5	3	8	0	6	1	-4	-8	6
CC[C@H]1CCCCc2ccccc2[C@@H](C(=O)C[C@@H](O)CC(C)=O)OC1=O	-0.6	-13	41	30	-8	0	-2	·	-1	9	4
CC(C)OCCCn1c(=O)c2ccccc2n2c(CCC(=O)O)nnc12	-0.3	-7	-2	10	2	-3	-7	2	0	-3	-3
CC(C)CC(NS(=O)(=O)c1ccc2[nH]c(=O)c(=O)[nH]c2c1)C(=O)O (stereo not given)	-0.9	4	0	-31	0	-8	0	1	14	0	-6
O=C(O)C1CCN(C(=O)CSc2nc3ccccc3s2)CC1	0.4	17	24	13	9	11	-4	6	-4	2	3
C=CCn1c(C(C)NC(=O)c2cccc(C)c2)n[nH]c1=S (stereo not given)	-1.0	-24	-5	13	4	1	-2	2	5	-4	20
N=C(N)SCP(=O)(c1ccccc1)c1ccccc1	-0.8	-4	-18	6	54*	0	11	3	17	-4	15
Cc1cccc(NC(=O)Cc2cccs2)n1	1.5	-64	7	-81	-15	-53	-30	0	-10	9	-23
O=C1NCCCN1Cc1ccc(F)cc1	2.0	9	7	29	10	11	-8	1	5	3	-15

High-throughput results as filed in PubChem.

An excerpt. The share of hits here may be higher or lower than overall.
